# Screens as filed in PubChem.
# PTAP TSG101 blk: blocks PTAP/TSG101 interaction to inhibit HIV-1 budding; Q99816; Fluorescence polarization, FITC-PTAP peptide / Tsg101 binding; Potency, µM (top dose mostly 115 µM), for inactives: top-dose activity change, negative = inhibition, most hits filed as inhibitors; 340,000 tested, under 10 active; active = well fitted inhibition curve with a large enough effect in the main read-out, with a control signal flat, not every such curve was filed as active; inconclusive = small, poorly fitted or top-dose-only effect, or effect the other way, or a change in a side signal; inactive = no such curve, though single readings can be large or run the other way; also: potency is read from the fitted curve at half-maximal effect; % of control where 0% means no effect
#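 Fluorescence polarization binding of Tsg101 binding domain (10 uM final) to FITC-labeled PTAP peptide (50 nM final) in HEPES pH 7.5 buffer with NaCl, Tween 20, EDTA, TCEP. Compounds added before peptide; binding 20 min at RT.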
# B2AR arrestin: agonists driving beta-arrestin recruitment to human beta2-adrenergic receptor | AID 492947 | beta-arrestin recruitment to beta2AR, cell-based reporter | Potency, µM (titrated, usually from 46.1 µM), without a hit: at the top dose activation, actives largely listed as activators | hit rate 0.02% among 330,000 | P07550;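 also: potency is read from the fitted curve at half-maximal effect; 0% = DMSO controls and full agonism = EC100 isoproterenol or metaproterenol; nearly all actives have a fitted effect of over 65% in size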
# a7 integrin act: activates integrin-mediated alleviation for muscular dystrophy; AID 624291; Potency, µM (titrated, usually from 38.3 µM), inactives show at the highest dose activation, usual class: activators; hit rate 0.064% among 350,000; alpha7betagal myoblasts, beta-gal FDG fluorescence, 48 h;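 also: potency is read from the fitted curve at half-maximal effect; 100% = response of the positive control SU9516; nearly all actives have a fitted effect of over 60% in size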
#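 Alpha7betagal+/- myoblasts (passage 13) were plated 16-24 hr, then exposed to compounds (1:260 dilution of DMSO stock) for 48 hours at 37C. After MPER lysis, β-galactosidase reporter activity was read as FDG fluorescence (ex 480/em 540) after 30 minutes.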
# Menin MLL FP TR: displaces Texas Red mutant MLL peptide from human menin | Potency, µM (series often up to 61.6 µM), for the others: at the top dose FP activity change, negative = inhibition, most hits filed as inhibitors | O00255 | Menin + Texas Red MLL mutant peptide, fluorescence polarization | AID 1768 | hit rate 0.23% among 270,000; active = well fitted inhibition curve with a large enough effect in the polarisation, with a control signal flat, not every such curve was filed as active; inconclusive = small, poorly fitted or top-dose-only effect, or effect the other way, or a change in a side signal; inactive = no such curve, though single readings can be large or run the other way; the % refers to the polarisation; also: potency is read from the fitted curve at half-maximal effect; % of control where 0% means no effect; many of its hits are not listed in these tables
# GALK inhibitor: inhibitors of human galactokinase; hit rate 0.007% among 270,000; Purified GALK, Kinase-Glo residual ATP luminescence; AID 1868; Potency, µM (top dose mostly 57.5 µM), for the others: at the highest dose activity change, negative = inhibition, hits mostly inhibitors; also: potency is read from the fitted curve at half-maximal effect; % is scaled to controls: 0 for no effect and ±100 for the full control effect
# Target sequence (P51570 whole entry, looked up): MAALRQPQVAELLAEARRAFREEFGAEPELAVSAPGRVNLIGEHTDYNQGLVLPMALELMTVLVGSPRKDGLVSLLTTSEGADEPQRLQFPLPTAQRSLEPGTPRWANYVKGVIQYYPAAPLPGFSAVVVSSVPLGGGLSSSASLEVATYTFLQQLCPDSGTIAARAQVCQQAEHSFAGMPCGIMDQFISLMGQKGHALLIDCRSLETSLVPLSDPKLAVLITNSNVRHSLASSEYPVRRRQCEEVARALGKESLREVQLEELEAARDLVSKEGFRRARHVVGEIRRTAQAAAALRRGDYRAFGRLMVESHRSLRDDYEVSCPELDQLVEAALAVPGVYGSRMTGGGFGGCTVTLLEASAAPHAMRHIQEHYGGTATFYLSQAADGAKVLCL
#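 Kinase-Glo Plus luminescence measured ATP left after a 1 h room-temperature reaction. The reaction used 5 nM GALK, 100 uM galactose and 35 uM ATP at pH 8.0 (20 mM HEPES, 5 mM MgCl2, 60 mM NaCl, 1 mM DTT, 0.01% BSA).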
# ASM inhibitor: blocks human secretory acid sphingomyelinase; P17405; placental ASM, HMU-PC fluorogenic substrate, 60 min; Potency, µM (highest dose often 57.5 µM), for the others: at the highest dose activity change, negative = inhibition, most hits filed as inhibitors; hit rate 0.006% among 340,000; AID 504937; also: potency is read from the fitted curve at half-maximal effect
#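 HMU-PC0 cleavage (9 uM final) by human placental ASM, 60 min at 37 °C following 10 min compound exposure at RT; stopped at pH 10, fluorescence Ex 386/Em 447 nm.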
# PKM2 activator: increases activity of human pyruvate kinase M2. P14618. purified PKM2, Kinase-Glo ATP luminescence, activation; response scale: 0% is enzyme alone, no compound. Potency, µM (titrated, usually from 57.5 µM), for the others: at the top dose activation, usual class: activators. hit rate 0.34% among 260,000. AID 1631; also: potency is read from the fitted curve at half-maximal effect; % is scaled to controls: 0 for no effect and ±100 for the full control effect; nearly all actives have a fitted effect of over 55% in size
#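 Purified hPK-M2 (>95%) run at intermediate activity with 0.1 mM ADP and 0.5 mM PEP in 50 mM imidazole pH 7.2, KCl, MgCl2; 1 h room temperature. ATP formed read by Kinase-Glo luminescence; normalized to uninhibited and no-enzyme controls.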
# Giardia kill: kills Giardia lamblia; Giardia lamblia trophozoite viability; hit rate 0.15% among 340,000; activity change, % at 7.66 µM, hits read low; AID 540267; in the data active = activity change below about -80%; inconclusive = between about -30% and that limit;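 also: parasites exposed to compound for two days anaerobically before the ATP read; % is scaled to controls: 0 for no effect and ±100 for the full control effect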
#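 Trophozoites 100 cells/well + cpd; 48 hrs, 37 deg C, anaerobic. ATPLite 1-Step added, 15-30 min RT, luminescence read (ATP-based viability).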
# Tb PFK inh: inhibitors of T. brucei phosphofructokinase | AID 485367 | hit rate 0.17% among 330,000 | T. brucei PFK, ADP-Glo luminescence | Potency, µM (series often up to 57.5 µM), for inactives: top-dose activity, negative = inhibition, actives largely listed as inhibitors | O15648;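 also: potency is read from the fitted curve at half-maximal effect; 0% = uninhibited 1x PFK enzyme wells and -100% = no-enzyme wells; nearly all actives have a fitted effect of over 60% in size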
# Target sequence (O15648 whole entry, looked up): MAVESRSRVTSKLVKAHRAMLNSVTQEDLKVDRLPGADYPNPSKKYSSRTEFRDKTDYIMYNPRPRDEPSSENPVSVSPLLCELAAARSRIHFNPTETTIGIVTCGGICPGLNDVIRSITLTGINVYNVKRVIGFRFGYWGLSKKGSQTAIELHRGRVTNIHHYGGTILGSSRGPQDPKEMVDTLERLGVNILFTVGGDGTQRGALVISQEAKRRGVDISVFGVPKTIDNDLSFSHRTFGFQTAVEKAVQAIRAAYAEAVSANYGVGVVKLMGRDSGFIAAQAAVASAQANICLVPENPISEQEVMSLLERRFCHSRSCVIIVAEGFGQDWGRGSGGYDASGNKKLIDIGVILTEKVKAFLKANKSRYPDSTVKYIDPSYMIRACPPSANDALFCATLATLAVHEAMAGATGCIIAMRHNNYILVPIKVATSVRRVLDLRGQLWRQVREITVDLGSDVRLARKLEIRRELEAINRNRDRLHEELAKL
#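 ADP-Glo luminescence quantified ADP after 45 min at room temperature, with 1.25 nM T. brucei PFK, 0.1 mM ATP and 0.5 mM fructose-6-phosphate in pH 8.0 TEA buffer. qHTS titrations up to 57 µM; curves classified by quality.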
# FBPA coupling cs: coupling enzyme interference in Giardia aldolase counter-screen; coupling enzyme system counterscreen, AmpLite Red fluorescence; activity change, negative = inhibition, % at 58.2 µM, hits read low; hit rate 0.67% among 290,000; AID 2472; in the data active = activity change below about -30%; also: % is scaled to controls: 0 for no effect and ±100 for the full control effect
#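 Counterscreen lacking aldolase: glyceraldehyde-3-phosphate coupling-enzyme reagent preincubated 10 min at RT with compound (at 57.5 uM final), then substrate/coupling system with AmpLite Red added; fluorescence read at 525/598 nm after 20 min RT.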
# BCR signal inh: inhibitors of chronic active B-cell receptor signaling; ABC-DLBCL IkBa-CBG/CBR reporter, luminescence ratio, 4 h; hit rate 0.05% among 340,000; Potency, µM (series often up to 46.1 µM), inactives show top-dose ratio change, negative = lower green/red ratio, usual class: inhibitors; active = well fitted inhibition curve with a large enough effect in the signal ratio, with a control signal flat, not every such curve was filed as active; inconclusive = small, poorly fitted or top-dose-only effect, or effect the other way, or a change in a side signal; the % refers to the signal ratio;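 also: potency is read from the fitted curve at half-maximal effect; plate controls were basal doxycycline-induced cells for no effect and cells given 10 µM MG132 for full effect; MG132 reads +100%, hits lower the ratio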
#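 Doxycycline induced both beetle luciferases in TMD8 lymphoma cells; IKK-driven degradation limits the IkappaBalpha-fused green signal, while red luminescence normalises for cell number and nonspecific effects. Compounds tested up to 46 uM, 4 hrs.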
# The depositor's hits bear a star; ? = inconclusive; · = no result given; & = joins results of further samples; [ ] = remark or other dose. Unless noted, calls follow the shape of the dose curve; as a rule, active = well fitted curve in the direction sought with a large enough effect; inconclusive = small, poorly fitted or top-dose-only effect, or another doubt; inactive = no such curve, though single readings can be large; an effect the other way counts as inactive or inconclusive. Not all compounds are listed; count on the stated rates, not on these rows.
SMILES,PTAP TSG101 blk,B2AR arrestin,a7 integrin act,Menin MLL FP TR,GALK inhibitor,ASM inhibitor,PKM2 activator,Giardia kill,Tb PFK inh,FBPA coupling cs,BCR signal inh
CN(C)C(=O)c1ccc2c(c1)n(C)c(=O)n2C,-3%,3.4%,20%,0%,-1%,1%,-5%,-11,-3%,0,?
COc1ccc(NS(=O)(=O)c2cccc(C(=O)N3CCC3)c2)cc1,-2%,0.0%,0%,·,·,2%,·,-7,-1%,·,-1%
Cc1ccc(S(=O)(=O)CCC(=O)OCC(=O)Nc2ccc(N3CCOCC3)cc2)cc1,-4%,-0.1%,26%,·,·,1%,·,-9,4%,·,?
COc1ccccc1C(=O)NCCC(=O)NC(C)CCc1ccccc1 (stereo not given),-1%,-0.8%,3%,·,·,1%,·,-9,-9%,·,-1%
COc1cc(C(C)=O)ccc1O,-2%,-0.2%,·,·,·,-2%,·,-17,4%,·,0%
NS(=O)(=O)c1ccc(-n2nc(C(=O)O)cc2-c2ccc(Cl)cc2)cc1,-1%,-0.4%,3%,3%,5%,-2%,-1%,2,-1%,14,-26%
COc1ccccc1N1CCN(C(=O)c2cccc(N3C(=O)NC4CC3(C)Oc3ccccc34)c2)CC1 (stereo not given),-6%,-2.8%,-7%,?,-1%,-1%,-6%,-7,0%,-2,8%
COC(=O)c1[nH]c2cccc(OC)c2c1NC(=O)CCN1CC(C)CC(C)C1 (stereo not given),-1%,-0.3%,5%,0%,6%,2%,-1%,2,-5%,1,-1%
Nc1nc(NC(=O)/C=C/c2ccccc2)nn1-c1ccccc1,1%,-0.1%,-13%,-13%,3%,0%,3%,0,-1%,0,-4%
CCC(C)(C)C1CCc2[nH]nc(C(=O)NC3CCCC3)c2C1 (stereo not given),-4%,-0.1%,29%,·,·,1%,·,19,13%,·,?
CCN(CCn1cccn1)C(=O)CCc1nnc(CCCc2ccccc2)o1,-2%,-0.1%,-22%,-1%,0%,3%,-1%,-20,2%,-2,?
O=S(=O)(Nc1nc2ccccc2nc1NCC1CCCO1)c1cccs1 (stereo not given),-7%,-0.1%,-25%,11%,4%,1%,7%,0,-4%,7,3%
CN1N=C2c3ccccc3CCC2C1c1ccc(Cl)cc1 (stereo not given),-3%,-0.3%,7%,·,0%,-2%,0%,-20,11%,4,?
O=C(OCCOCCN=C1NS(=O)(=O)c2ccccc21)c1ccccc1Br,1%,0.1%,9%,?,7%,-3%,·,-5,-10%,1,-7%
COc1ccc(CNC(=O)C(C)N2CCN(c3ccc(C(C)=O)cc3)CC2)cc1 (stereo not given),-4%,0.0%,-8%,-13%,5%,-2%,·,-1,-10%,3,10%
CC1=C(C(=O)Nc2ccc(C(=O)NC(C)c3ccccc3)cc2)SCCO1 (stereo not given),-1%,0.2%,7%,6%,·,3%,-3%,-3,2%,1,?
O=C(C1CCN(S(=O)(=O)c2cccs2)CC1)N1CCc2ccccc2C1,-6%,-0.8%,-13%,-10%,-3%,0%,-5%,-7,-2%,-3,?
Cc1c(C(=O)N2CCCCC2)c(S(=O)(=O)N(C)Cc2ccccc2)c(C)n1C,1%,0.2%,-15%,-4%,-3%,2%,0%,-14,3%,5,-5%
COc1ccccc1N(CC(=O)Nc1ccc(S(=O)(=O)N2CCOCC2)cc1)S(C)(=O)=O,-2%,-1.0%,3%,·,0%,6%,·,-5,-23%,1,14%
COc1cc(C(=O)Nc2nc3ccccc3[nH]2)cc(OC)c1OC,1%,-0.9%,-18%,-11%,0%,0%,1%,2,-3%,-2,?
CCN(C(=O)CSc1nnc(-c2ccco2)n1CC)c1c(N)n(Cc2ccccc2)c(=O)[nH]c1=O,-7%,-0.3%,27%,·,·,3%,·,1,-3%,·,-1%
CSc1nc(NC(C)C)nc(N2CCOCC2)n1,-9%,0.0%,8%,-2%,-1%,5%,-1%,9,?,0,-1%
Cc1cccc(-n2c(CNC(=O)c3ccc(S(=O)(=O)N(C)C)cc3)nnc2SCC(=O)Nc2ccc(F)cc2)c1,0%,9.3%,-23%,1%,-3%,-1%,-3%,26,-6%,-2,?
Cc1nc([N+](=O)[O-])cn1CC(O)c1ccc(Cl)cc1 (stereo not given),-1%,0.2%,8%,·,5%,5%,-4%,-7,-2%,3,?
CSc1ccccc1C(=O)N1CCN(c2ccc(F)cc2)CC1,0%,-0.6%,29%,-6%,0%,0%,-3%,-2,-1%,4,3%
# Continuation.
SMILES,PTAP TSG101 blk,B2AR arrestin,a7 integrin act,Menin MLL FP TR,GALK inhibitor,ASM inhibitor,PKM2 activator,Giardia kill,Tb PFK inh,FBPA coupling cs,BCR signal inh
CC1(C)Cc2cccc(Oc3ccc(S(=O)(=O)N4CCCCC4)cn3)c2O1,1%,0.0%,0%,2%,13%,-2%,5%,17,1%,-2,1%
Cc1c(-c2ccc(Br)cc2)nc2ccccn12,0%,-0.8%,11%,-12%,4%,0%,-17%,-11,2%,0,12%
Cc1cc(/C=C(\C#N)C(=O)NCc2ccco2)c(C)[nH]1,-2%,0.1%,9%,?,0%,6%,?,5,-3%,4,?
O=C(NNC(=O)c1cc([N+](=O)[O-])ccc1Cl)c1cccs1,-3%,0.1%,0%,-5%,0%,0%,-6%,-1,0%,4,?
CCCCc1nnc(NC(=O)C23CC4CC(CC(NC(C)=O)(C4)C2)C3)s1,0%,-0.2%,?,·,1%,2%,-9%,-8,1%,·,-1%
CC[C@H](C)C(=O)O[C@H]1CCC=C2C=C[C@H](C)[C@H](CC[C@@H]3C[C@@H](O)CC(=O)O3)[C@H]21,1%,-0.3%&-0.4%,·,?,-6%&-3%,0%,1%&-1%,8,3%&-4%,0&-2,?
Clc1ccc2nc(N3CCNCC3)nc(-c3ccccc3)c2c1,-1%,0.5%,-57%[inhibitor],-16%,-2%,257%[activator],-10%,8,0%,0,4%
CCCCN1C(=O)C2Cc3c([nH]c4ccccc34)CN2C1=S (stereo not given),1%,0.2%,-31%,9%,7%,-2%,8%,-2,-8%,-7,?
COc1cccc(/C=N/n2c(-c3cc(C)[nH]n3)n[nH]c2=S)c1,0%,0.0%,-18%,·,-5%,-2%,-3%,14,3%,1,4%
O=C(CSc1nnnn1-c1cccc(F)c1)NC1CCCCC1,1%,0.2%,?,·,·,0%,·,9,-1%,·,-1%
OCC[C@@H]1C[C@H](O)[C@@H](O)[C@]2(CCCc3ccccc3O2)O1,-3%,0.4%,24%,0%,·,2%,-2%,23,1%,2,1%
Brc1ccc(-c2nc(-c3ccccc3)no2)o1,-1%,0.2%,-14%[7.66 µM],18%,0%,-11%,-8%,0,-1%,-1,?
C=CCOc1ccccc1CN1CCCCCC1,-1%,-0.8%,-25%,4%,2%,-2%,0%,-10,2%,1,0%
CCCCCOc1ccc(Cl)cc1CN1CCOCC1,-1%,-0.1%,1%,-12%,0%,5%,0%,-1,5%,0,0%
O=C(NCCc1ccccc1)c1n[nH]c(=O)c2ccccc12,-2%,-0.3%,?,1%,6%,4%,-3%,-9,-1%,7,?
CC(=O)c1sc(NC(=O)C2CC(=O)N(Cc3ccco3)C2)nc1-c1ccccc1 (stereo not given),0%,-0.4%,-2%,·,·,-2%,·,-5,-7%,·,?
COc1ccc(COCC(O)CN(Cc2ccccc2)C(C)C)cc1OC (stereo not given),-3%,-0.9%,2%,-29%,16%,1%,10%,3,1%,0,-2%
COc1ccc(C(=O)NC(=S)N2CCOCC2)cc1Br,-3%,5.4%,3%,9%,-2%,-1%,-12%,-4,2%,-1,-15%
CCc1c(C(=O)N2CCCN(C)CC2)csc1C,-2%,-0.2%,?,7%,-1%,5%,-5%,0,2%,-1,3%
CC(=O)N/C(=C\c1ccccc1)C(=O)OCC(=O)NC1CCCC1,0%,-0.3%,-26%,-7%,0%,7%,0%,-3,0%,6,-6%
O=C(CSc1nnc(-c2ccco2)o1)c1ccc(O)cc1O,1%,0.1%,0%,?,0%,-3%,0%,6,-4%,0,-1%
CC(=O)c1ccc(-c2nnc(CCC(=O)N(C)Cc3cnc4ccccn34)o2)s1,3%,-0.1%,23%,-9%,4%,2%,-8%,0,-8%,5,-5%
CN(CC(=O)Nc1ccc(Cl)cc1)C1=NS(=O)(=O)c2ccccc21,-1%,-0.1%,9%,·,·,-3%,·,8,-7%,·,0%
O=S(=O)(NN=C1CCCCC1)c1ccccc1,-10%,0.1%,24%,?,1%,0%,-1%,-4,-3%,2,8%
O=C(/C=C/c1ccccc1Cl)Nc1ccc(Cl)cn1,0%,0.7%,13%,-16%,0%,-4%,-15%,6,-3%,2,?
